Pf Dd2 growth – P. falciparum Dd2 growth inhibition. SYBR Green, 72 h; stronger effect = lower value. activity change, % at 10 µM. 2.3% of 94,000 active; in the data active = activity change below about -80%; inconclusive = no clear call, values can overlap the other calls
GASC1 inh – blocks human GASC-1 (KDM4C) demethylase activity. Q9H3R0. GST-KDM4C 2-372, H3K9me3 peptide, LANCE TR-FRET. inhibition, % at 12.5 µM. 0.15% of 96,000 active;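 active = mean replicate inhibition above about 25%, with at least 55% of replicates also reaching it, limit read from the data, passing the limit was not always enough; inconclusive = only one of those two conditions met; inactive = neither condition met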
Target sequence (Q9H3R0 2-372 limits assumed): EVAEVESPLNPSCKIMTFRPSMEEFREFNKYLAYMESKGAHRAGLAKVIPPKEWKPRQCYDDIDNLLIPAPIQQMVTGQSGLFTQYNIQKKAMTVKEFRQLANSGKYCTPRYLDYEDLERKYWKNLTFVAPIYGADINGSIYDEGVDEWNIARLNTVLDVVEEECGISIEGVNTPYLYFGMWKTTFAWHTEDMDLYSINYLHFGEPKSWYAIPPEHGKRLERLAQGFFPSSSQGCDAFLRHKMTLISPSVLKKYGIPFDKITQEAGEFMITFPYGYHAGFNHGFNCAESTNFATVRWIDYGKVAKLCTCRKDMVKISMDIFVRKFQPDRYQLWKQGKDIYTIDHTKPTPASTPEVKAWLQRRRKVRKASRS
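System: N-terminal GST-fused human GASC-1 (KDM4C) fragment, residues 2-372; amount: enzyme final amount 10 nM; incubation: reaction 30 min RT, detection step 1 h RT; medium: HEPES buffer, pH 7.5, plus ascorbate; technique: LANCE TR-FRET, Eu antibody, ULight-streptavidin, EDTA, ex 340 nm, em 618/671 nm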
C diff HTS – inhibitors of Clostridium difficile growth | Clostridium difficile clinical isolate growth, OD600, 24 h; stronger effect = lower value | growth activity, negative = inhibition, % at 16 µg/mL (by protocol) | 0.25% of 86,000 active;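 active = mean growth activity at or below -80% and every replicate also at or below -80%; inconclusive = mean at or below -80% but some replicate above -80%; inactive = mean growth activity above -80%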;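 also: 0% = DMSO wells and -100% = levofloxacin 16 µg/mL wells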
Tcruzi prolif – T. cruzi proliferation inhibition. inhibition, % at 8.34 µM. T. cruzi beta-gal in NIH3T3, GalScreen luminescence, 90 h. AID 624255. 5.9% of 77,000 active;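 active = mean inhibition above about 93%, with at least 55% of replicates each passing it, limit read from the data, passing the limit was not always enough; inconclusive = only one of those two conditions holds; inactive = neither condition holds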
Starred values were filed as active, the others as inactive; u = inconclusive; x = no result given.

SMILES | Pf Dd2 growth | GASC1 inh | C diff HTS | Tcruzi prolif
O=C(c1ccccn1)N1CC(=O)N2[C@H](C1)[C@@H](c1ccc(C#CC3CCCC3)cc1)[C@@H]2CO | -15 | -1.2 | -3 | x
C[C@@H]1CN([C@@H](C)CO)C(=O)c2cc(NS(=O)(=O)c3cn(C)cn3)ccc2O[C@@H](C)CCCCO[C@@H]1CN(C)S(=O)(=O)c1ccc(F)cc1 | -11 | -0.1 | 3 | -8
O=C(C[C@@H]1CC[C@H](NC(=O)c2ccc(F)cc2)[C@H](CO)O1)NCc1ccncn1 | -22 | 0.8 | 1 | -43
C[C@H](CO)N1C[C@H](C)[C@H](CN(C)CC2CC2)Oc2ccc(NC(=O)Cn3cnnn3)cc2C1=O | 11 | -1.7 | 7 | 40
O=C(C1CCCC1)N1CCCCN2[C@H](CO)[C@H](c3ccc(C4=CCCC4)cc3)[C@@H]2C1 | 38 | 1.1 | 4 | 85
COc1ccc(S(=O)(=O)Nc2ccc3c(c2)[C@H]2C[C@@H](CC(=O)O)O[C@H](CO)[C@H]2O3)cc1 | 21 | -2.7 | 1 | -11
C[C@H](CO)N1C[C@H](C)[C@H](CN(C)C(=O)Nc2cccc3ccccc23)Oc2ccc(NC(=O)Nc3cccc4ccccc34)cc2CC1=O | -10 | 0.4 | -7 | -12
CO[C@H]1CN(C)C(=O)c2ccc(NS(=O)(=O)c3ccccc3)cc2OC[C@H](C)NC[C@H]1C | 8 | 1.7 | x | -7
CNC(=O)C[C@H]1CC[C@@H]2[C@@H](COc3ccc(NC(=O)NCc4ccccc4)cc3C(=O)N2C)O1 | -39 | 0.8 | 0 | 31
C[C@@H]1CN([C@@H](C)CO)C(=O)CCCn2cc(nn2)CO[C@H]1CN(C)S(=O)(=O)c1ccc(-c2ccccc2)cc1 | -3 | x | x | -25
C[C@@H]1CN([C@H](C)CO)S(=O)(=O)c2ccc(C#CC3CC3)cc2O[C@@H]1CN(C)S(C)(=O)=O | 29 | -0.3 | 9 | x
O=C(C[C@@H]1C[C@H]2c3cc(NC(=O)NC4CCCCC4)ccc3O[C@H]2[C@@H](CO)O1)NC1CCCC1 | 73 | x | -3 | x
O=C([C@H]1[C@H](CO)[C@H]2Cn3c(ccc(-c4ccncc4)c3=O)[C@H]2N1CCC(F)(F)F)N1CCCCC1 | -6 | -1.9 | 3 | 3
CCCC(=O)Nc1ccc2c(c1)C(=O)N(C)C[C@@H](OC)[C@@H](C)CN(CCC)[C@@H](C)CO2 | x | 1.4 | -1 | -56
COc1ccc(CN(C)C[C@H]2OCCCC[C@@H](C)Oc3ccc(NC(=O)Nc4ccc(F)cc4)cc3C(=O)N([C@H](C)CO)C[C@H]2C)cc1 | -58 | -2.5 | 10 | 86
C[C@H](CO)N1C[C@H](C)[C@H](CN(C)S(=O)(=O)c2cccs2)Oc2ccc(NS(=O)(=O)c3ccc(Cl)cc3)cc2C1=O | -15 | -1.6 | -5 | 90
C[C@@H]1CN([C@H](C)CO)C(=O)Cc2cc(NS(=O)(=O)c3cn(C)cn3)ccc2O[C@@H]1CN(C)S(=O)(=O)c1ccccc1 | 4 | -1.5 | 1 | -3
COc1ccc(S(=O)(=O)Nc2ccc3c(c2)CC(=O)N([C@H](C)CO)C[C@@H](C)[C@@H](CN(C)S(=O)(=O)c2c(C)noc2C)O3)cc1 | -24 | -1.7 | -2 | 23
COCCN(C[C@@H]1[C@@H](c2ccccc2)[C@@H](CO)N1C(C)=O)C(=O)c1cccnc1 | 0 | -1.0 | 2 | 28
C[C@@H]1CN([C@@H](C)CO)C(=O)c2cc(C#Cc3ccccc3)cnc2O[C@@H]1CN(C)C(=O)C1CC1 | -27 | 0.1 | -3 | 50
C[C@@H]1CN([C@H](C)CO)C(=O)c2cc(NS(=O)(=O)c3ccccc3)ccc2O[C@@H](C)CCCCO[C@@H]1CN(C)S(C)(=O)=O | 11 | 0.0 | 9 | 1
C[C@H](CO)N1C[C@H](C)[C@@H](CN(C)Cc2ccccc2C(=O)O)Oc2ncc(C#CC3CC3)cc2C1=O | -9 | 1.5 | -6 | 9
C[C@@H]1CN([C@H](C)CO)S(=O)(=O)c2ccc(C3=CCCCC3)cc2O[C@H]1CN(C)Cc1cccc(C(=O)O)c1 | -48 | 0.1 | -1 | 84
O=C(NCC1CC1)[C@H]1[C@H](CO)[C@H]2Cn3c(ccc(C4=CCCC4)c3=O)[C@H]2N1C(=O)C1CC1 | 7 | -3.1 | -4 | -23
CO[C@H]1CN(C)C(=O)c2cc(NC(C)=O)ccc2OC[C@@H](C)N(Cc2ccccc2F)C[C@H]1C | -9 | -0.3 | x | -2
C[C@@H]1CN([C@@H](C)CO)C(=O)c2cc(NC(=O)Cc3ccccc3)ccc2O[C@@H]1CN(C)S(=O)(=O)c1ccccc1 | -7 | 4.9 | -3 | 47
COc1ccc(NC(=O)N(C)C[C@@H]2Oc3ncc(C#Cc4ccccc4)cc3C(=O)N([C@H](C)CO)C[C@@H]2C)cc1 | -45 | -2.5 | 27 | 55
C[C@H](CO)N1C[C@H](C)[C@H](CN(C)C(=O)c2ccccn2)Oc2ncc(Br)cc2C1=O | -47 | x | -3 | x
Cc1ccc(S(=O)(=O)NCC[C@H]2CC[C@H](NC(=O)c3cccnc3)[C@@H](CO)O2)cc1 | 5 | 0.2 | 0 | -10
COc1ccccc1-c1cnc2c(c1)C(=O)N([C@@H](C)CO)C[C@@H](C)[C@H](CN(C)Cc1cccc(F)c1)O2 | -33 | 0.0 | -6 | -5
N#C[C@@H]1[C@@H](c2ccc(C3=CCCCC3)cc2)[C@@H](CO)N1C(=O)Cc1ccncc1 | -3 | 0.9 | -6 | -11
O=C(N[C@H]1CC[C@H](CCNS(=O)(=O)c2cccc(Cl)c2)O[C@@H]1CO)c1ccc(F)cc1 | -7 | x | -12 | -1
COCC#Cc1cnc2c(c1)C(=O)N([C@@H](C)CO)C[C@@H](C)[C@@H](CN(C)C(=O)C1CCOCC1)O2 | 42 | 0.0 | 1 | -53
C[C@@H]1CN([C@H](C)CO)C(=O)Cc2cc(NC(=O)C3CC3)ccc2O[C@@H]1CN(C)Cc1ccc(C(F)(F)F)cc1 | 12 | -0.3 | -4 | -34
O=C(Cc1ccccn1)N[C@@H]1CC[C@@H](CCNC(=O)c2cc(Cl)cc(Cl)c2)O[C@H]1CO | 3 | 1.6 | x | -78
CCCNC(=O)C[C@@H]1C[C@@H]2c3cc(NC(=O)NC4CCCCC4)ccc3O[C@@H]2[C@H](CO)O1 | 2 | -1.7 | -21 | -9
COc1ccc2c3c(n(C)c2c1)[C@H](CO)N(Cc1ccncc1)CC31CCN(C(=O)Cc2ccncc2)CC1 | -87* | 0.0 | 14 | x
C[C@@H]1CN([C@H](C)CO)C(=O)c2cc(NS(=O)(=O)c3ccc(F)cc3)ccc2O[C@H]1CN(C)S(=O)(=O)c1ccccc1 | 8 | -1.8 | 1 | 3
CC(C)NC(=O)Nc1ccc2c(c1)C(=O)N([C@H](C)CO)C[C@H](C)[C@@H](CN(C)C(=O)c1ccncc1)OCCCC[C@@H](C)O2 | 11 | -0.1 | -4 | 6
CO[C@H]1CN(C)C(=O)c2ccc(NC(=O)Nc3cc(F)ccc3F)cc2OC[C@H](C)N(C(=O)c2cnccn2)C[C@H]1C | 3 | -0.1 | x | 9
C/C=C/c1ccc([C@H]2[C@@H](CO)N(C(=O)NCCC)[C@H]2CN(C)C(C)=O)cc1 | 1 | -0.6 | -2 | x
C[C@@H](NC(=O)C[C@H]1CC[C@@H](NC(=O)Nc2ccc3c(c2)OCO3)[C@H](CO)O1)c1ccccc1 | 18 | -0.4 | x | -8
COc1cccc(C(=O)Nc2ccc3c(c2)C(=O)N(C)C[C@@H](OC)[C@@H](C)CN[C@H](C)CO3)c1 | 21 | -0.6 | x | 35
COCc1cn(CC[C@H]2CC[C@H](NC(=O)Nc3ccc(F)cc3)[C@H](CO)O2)nn1 | 8 | 1.9 | -2 | 14
C[C@@H]1CCCCO[C@H](CN(C)C(=O)Nc2ccc(F)cc2)[C@H](C)CN([C@@H](C)CO)C(=O)c2cc(NS(=O)(=O)c3cccs3)ccc2O1 | -85* | -1.7 | 3 | 62
C[C@@H]1CN([C@H](C)CO)C(=O)Cc2cc(NC(=O)CCCN(C)C)ccc2O[C@H]1CN(C)S(=O)(=O)c1ccc(F)cc1 | -7 | 1.7 | -2 | 39
COCC(=O)Nc1ccc2c(c1)C(=O)N(C)[C@@H]1CC[C@@H](CC(=O)NCC3CC3)O[C@H]1CO2 | 2 | -0.2 | -7 | 45
CN1C(=O)c2cc(NC(=O)c3cnccn3)ccc2OC[C@H]2O[C@@H](CC(=O)N[C@H]3CCN(Cc4ccccc4)C3)CC[C@@H]21 | 7 | -1.3 | -2 | 82
C[C@H](CO)N1C[C@H](C)[C@@H](CN(C)S(C)(=O)=O)Oc2c(NC(=O)Nc3ccc(F)cc3)cccc2C1=O | -2 | -0.1 | 2 | -16
COc1ccc(S(=O)(=O)N(C)C[C@@H]2OCCCC[C@@H](C)Oc3ccc(NS(=O)(=O)c4ccc(C)cc4)cc3C(=O)N([C@@H](C)CO)C[C@H]2C)cc1 | -43 | -0.2 | 0 | 102*
COc1ccc2c3c([nH]c2c1)[C@@H](CO)N(C(=O)c1ccccn1)CC31CCN(C(=O)C2CCCC2)CC1 | -32 | 0.5 | -2 | x
COc1ccc(S(=O)(=O)Nc2ccc3c(c2)C(=O)N([C@@H](C)CO)C[C@@H](C)[C@H](CN(C)C(=O)NC(C)C)O3)cc1 | 18 | -0.7 | -3 | -40
CCC(=O)N1[C@H](CO)[C@H](c2ccc(-c3ccc(F)cc3)cc2)[C@@H]1CN(C)C(C)=O | -2 | 0.0 | -6 | 85
C[C@H]1CN([C@@H](C)CO)C(=O)c2ccccc2-c2ccccc2CO[C@@H]1CN(C)Cc1ccncc1 | -3 | 0.4 | 2 | u
C[C@@H]1CCCCO[C@@H](CN(C)CC2CCCCC2)[C@@H](C)CN([C@@H](C)CO)C(=O)c2cc(NC(=O)Nc3cccc4ccccc34)ccc2O1 | -82* | -3.4 | -5 | 121
C[C@@H]1CN([C@H](C)CO)C(=O)c2cc(NC(=O)Nc3cccc4ccccc34)ccc2O[C@@H]1CN(C)Cc1ccc(-c2ccccc2)cc1 | 2 | -1.3 | 10 | 68
C[C@@H]1CN([C@@H](C)CO)C(=O)Cc2cc(NC(=O)Nc3ccc(C(F)(F)F)cc3)ccc2O[C@H]1CN(C)C(=O)Nc1ccc(C(F)(F)F)cc1 | -73 | -1.9 | 8 | 47
COc1ccc(S(=O)(=O)N(C)C[C@@H]2OCCCC[C@@H](C)Oc3ccc(NC(=O)c4ccccc4)cc3C(=O)N([C@H](C)CO)C[C@@H]2C)cc1 | -65 | -1.0 | 6 | 65
CCCC(=O)Nc1ccc2c(c1)C(=O)N(C)[C@@H]1CC[C@H](CC(=O)NC3CCCC3)O[C@H]1CO2 | 5 | -0.1 | 0 | 2
CCC(=O)N1CC2(C1)[C@@H](c1ccc(-c3cccc(C)c3)cc1)[C@H](CO)N2S(C)(=O)=O | 0 | 1.2 | -11 | x
COc1ccccc1-c1cn(CC[C@@H]2CC[C@H](NC(=O)CCN3CCCCC3)[C@H](CO)O2)nn1 | -1 | -0.1 | 3 | 5
C[C@H](CO)N1C[C@H](C)[C@H](CN(C)S(=O)(=O)c2ccc(F)cc2)Oc2ncc(C#Cc3ccccc3)cc2C1=O | -67 | -2.7 | x | 106*
C[C@@H]1CN([C@@H](C)CO)C(=O)c2cccc(NS(=O)(=O)c3ccc(F)cc3)c2O[C@@H]1CN(C)CC1CCCCC1 | -18 | 2.2 | 1 | x

Compound activity from PubChem BioAssay.
